# Screening results (PubChem BioAssay)
# DDE Tn7 FP inh = disrupts Tn7 cyclic peptide binding to fibrin D-Dimer-E complex; P02675; FP displacement of FITC-Tn7 peptide from fibrin DD(E); 0% = median of compound wells per plate; inhibition, % at 8.3 µM; 0.13% of 370,000 active; AID 720508;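 active = inhibition above the mean of compounds falling within the control limits plus 3 SD of them, cut at about 14% in these data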;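 note: 0% = plate median of compound wells and 100% = 10 µM Aha-Tn7 peptide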
#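 Measure: % inhibition scaled between sample-field median and high-control FP; Test system: human fibrin DD(E); Quantity: 2 µM final DD(E) protein; Doses: one dose, 8.3 µM nominal; Schedule: compound with protein 10 min, then 3 h after probe, room temperature; Detection: fluorescence polarization; Medium: Tris buffer with calcium and detergent, pH 7.8.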
# UHRF1 binding = UHRF1 methyl-DNA binding inhibition. Q96T88. UHRF1 binding to methylated oligo, TR-FRET. inhibition, % at 4.4 µM. 0.75% of 370,000 active; in the data active = inhibition above about 21%;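 note: UHRF1 SRA domain binding a hemimethylated CpG hairpin DNA probe; 0% = median of test compound wells and 100% = reference inhibitor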
# PLC-beta3 inh = blocks human PLC-beta3 enzyme activity | Q01970 | Purified PLC-beta3, fluorogenic substrate, fluorescence | inhibition, % at 12.2 µM | 0.18% of 370,000 active; in the data active = inhibition above about 11%;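 note: 0% = median of compound wells on plate and 100% = full blocker control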
# DDE Tn6 FP inh = inhibitors of Tn6 peptide binding to human fibrin DD(E) | Fibrin DD(E) TRITC-Tn6 fluorescence polarization displacement | inhibition, % at 8.3 µM | 0.21% of 370,000 active | AID 720509;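 active = inhibition above a per-campaign cutoff: mean of compounds within control limits plus 3 SD, cut at about 15% in these data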;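 note: 0% = median of all compound wells on the plate and 100% = blocking peptide control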
# HGIII-sPLA2 inh = Inhibits HGIII-sPLA2 liposome hydrolysis, primary screen | Q9NZ20 | inhibition, % at 12.2 µM | QFRET BODIPY PC-A2 liposome hydrolysis, fluorescence | 0.56% of 370,000 active;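 active = inhibition above mean plus 3 SD of compounds lying within the high and low control bounds, cut at about 19% in these data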;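 note: 0% = median of test compound wells and 100% = no enzyme DMSO wells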
# Target sequence (Q9NZ20 whole entry, looked up): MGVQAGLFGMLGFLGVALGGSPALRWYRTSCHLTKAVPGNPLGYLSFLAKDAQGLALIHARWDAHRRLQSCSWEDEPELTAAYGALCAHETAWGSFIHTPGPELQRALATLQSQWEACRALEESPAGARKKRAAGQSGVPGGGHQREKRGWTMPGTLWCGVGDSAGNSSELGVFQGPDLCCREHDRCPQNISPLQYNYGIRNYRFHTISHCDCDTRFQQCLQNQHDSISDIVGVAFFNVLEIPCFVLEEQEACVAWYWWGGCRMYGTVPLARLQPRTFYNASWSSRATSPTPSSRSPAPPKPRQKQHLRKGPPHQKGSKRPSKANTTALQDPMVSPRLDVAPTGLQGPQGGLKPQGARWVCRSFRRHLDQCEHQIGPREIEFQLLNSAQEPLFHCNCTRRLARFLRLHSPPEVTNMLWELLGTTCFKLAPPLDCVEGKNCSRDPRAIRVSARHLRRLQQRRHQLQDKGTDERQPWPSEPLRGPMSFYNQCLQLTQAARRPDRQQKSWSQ
# PLCg1 inh = inhibitors of human phospholipase C gamma1. P19174. purified PLC-gamma1, fluorogenic substrate, fluorescence. inhibition, % at 12.2 µM. 0.84% of 370,000 active. AID 720700; in the data active = inhibition above about 9.5%
# Rev-erbA mod = Rev-erb alpha (human) modulation; Rev-erbα–FITC-DNA binding, fluorescence polarization, 90 min; 0.79% of 370,000 active; P20393; activity, % at 10 µM;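 active = activity above about 14%, limit read from the data; passing the limit was not always enough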;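 note: 0% = DMSO wells with 35 nM protein and 100% = DMSO wells with 750 nM protein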
# ASAP1 GAP inh = inhibitors of human ASAP1 ArfGAP activity; 0.19% of 360,000 active; Q9ULH1; ASAP1-stimulated ARF1 GTP hydrolysis, GDP FP detection; inhibition, % at 16.5 µM; in the data active = inhibition above about 25%;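 note: 0% = vehicle with enzyme and substrate and 100% = no enzyme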
# KLK7 zymogen act = activators of human kallikrein-7 zymogen; P49862; activation, % at 7 µM; AID 652039; 0.9% of 370,000 active; purified proKLK7, EDANS-DABCYL substrate fluorescence; 100% is mature enzyme control, 0% vehicle;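 active = activation above the mean of all tested compounds plus 3 SD, computed per campaign excluding outliers beyond control limits, cut at about 13% in these data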
# Target sequence (P49862 whole entry, looked up): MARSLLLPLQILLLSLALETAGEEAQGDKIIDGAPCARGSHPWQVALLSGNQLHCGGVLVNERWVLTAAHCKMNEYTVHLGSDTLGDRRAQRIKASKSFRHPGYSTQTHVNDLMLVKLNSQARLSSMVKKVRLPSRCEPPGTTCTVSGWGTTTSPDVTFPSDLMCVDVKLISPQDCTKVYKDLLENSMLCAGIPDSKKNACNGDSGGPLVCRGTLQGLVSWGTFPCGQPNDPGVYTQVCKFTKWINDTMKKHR
# ARFGAP1 inhibitor = rat ARFGAP1 inhibition | AID 651572 | Q62848 | inhibition, % at 16.5 µM | Arfgap1-stimulated ARF1 GTP hydrolysis, GDP FP detection | 0.26% of 360,000 active;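 active = inhibition above a per-plate limit, mean inhibition of low control wells plus 3 SD, cut at about 25% in these data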;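 note: 0% = DMSO wells with enzyme and 100% = wells lacking Arfgap1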
# Target sequence (Q62848 1-136 limits assumed): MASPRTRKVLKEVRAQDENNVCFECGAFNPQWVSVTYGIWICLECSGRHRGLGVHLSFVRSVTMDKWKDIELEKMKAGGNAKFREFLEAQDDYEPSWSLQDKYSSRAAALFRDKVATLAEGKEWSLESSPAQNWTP
#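 Assay system: purified rat His6-Arfgap1 residues 1-136 (GAP domain); Reagent: human Δ17 ARF1 bound to GTP; Dosing: 16.5 µM single point, 1.26% DMSO; Times: GTP hydrolysis reaction 2 h at 25 °C; Signal: FP, GDP Alexa 633 tracer displaced from anti-GDP antibody, 620/688 nm; Measure: % inhibition from polarization.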
# The depositor's hits bear a star; nt = not tested or not shown.
# Order of results – DDE Tn7 FP inh	UHRF1 binding	PLC-beta3 inh	DDE Tn6 FP inh	HGIII-sPLA2 inh	PLCg1 inh	Rev-erbA mod	ASAP1 GAP inh	KLK7 zymogen act	ARFGAP1 inhibitor
CCNc1nc(NCC)nc(N/N=C/c2ccc(O)c(O)c2)n1
→ -6.5	-1.6	-6.6	-7.7	2.4	-26.9	-0.7	8.4	-4.7	-6.7
COC(=O)c1ccc(NS(=O)(=O)c2cc(C)ccc2OC)cc1
→ 0.2	0.9	-1.5	3.8	-16.0	0.1	-2.3	-14.9	0.3	-6.3
O=C(NC1CCCC1)C1C(c2ccc(C(F)(F)F)cc2)=Nc2ccccc2N1C(=O)c1cc2ccccc2[nH]1 (centres undefined)
→ 1.8	0.1	-74.9	-4.1	-3.2	-53.5	9.4	4.6	-2.5	2.4
CC(=O)NCCCc1nc2ccccc2n1Cc1cc(C)ccc1C
→ -2.4	-0.4	-1.3	10.0	-4.5	-0.7	3.1	7.5	-0.1	-0.1
O[C@@H]1CN(CC2CCCCC2)[C@@H](c2ccc(Cl)cc2)C[C@H]1n1cc(C2CC2)nn1
→ 3.5	0.9	-5.3	-3.6	-9.2	-1.4	-3.5	-8.5	0.1	-3.5
Cc1ccc(C(=O)NCCc2cccc(Cl)c2)cc1[N+](=O)[O-]
→ -5.3	3.3	1.1	0.3	-4.6	4.0	-5.5	7.2	0.2	11.0
COc1cc2c(cc1OC)CN(c1ccc([N+](=O)[O-])cc1Cl)CC2
→ 2.7	-2.6	-4.7	-6.4	2.7	-4.7	2.3	1.8	0.3	-4.8
S=c1nc(-c2ccccc2Cl)[nH][nH]1
→ 1.0	1.9	1.8	-9.0	0.4	1.1	-1.6	-11.4	0.0	3.7
CC(C)Oc1ccc(C2CNC(=O)C2)cc1 (centres undefined)
→ -2.2	-2.4	2.6	1.9	1.0	0.4	-9.9	-1.1	-0.2	16.3
CCCNC(=O)c1ccc(N2CCC3(CC2)CC(c2ccccc2)=NO3)c(NC(=O)c2cccc(OC)c2)c1
→ 3.8	-2.1	0.1	-2.3	2.0	1.4	20.3*	0.4	0.1	-6.5
O=C(Nc1cccc2cccnc12)c1ccccc1Br
→ 6.3	2.5	-8.9	-10.7	7.6	-3.0	0.3	-8.2	0.1	3.3
CC1(C)CC(=O)C=C(Nc2cccc(Cl)c2Cl)C1
→ 0.6	2.8	-6.5	-5.1	-7.8	1.2	2.0	1.5	-0.2	5.3
CSc1ccccc1C(=O)Nc1nccs1
→ 3.2	2.5	0.7	2.4	2.5	-1.7	1.5	-0.7	0.5	-8.8
CCOC(=O)[C@]12CCCCC/C=C\1N(Cc1ccc(OC)cc1)C(=O)[C@H]2CC(=O)NCCCOC
→ 0.5	0.5	4.4	-4.2	-1.2	-0.9	2.6	nt	0.1	nt
CCCCNC(=O)CNC(=O)c1nn(-c2ccc(OC)cc2OC)c(=O)c2ccccc12
→ 1.4	-0.2	-6.2	5.9	5.0	-0.3	3.5	-0.2	-0.4	8.7
CCOC(=O)c1cnc2ncnn2c1N
→ -4.2	-0.9	-7.1	-1.3	4.6	1.1	2.0	-1.8	-0.3	9.6
CC(C)N(C(=O)[C@H]1C[C@H](CC(=O)NCC23CC4CC(CC(C4)C2)C3)C(=O)N2CCc3c([nH]c4cc(CCC(=O)N(C)C)ccc34)[C@]12C)C(C)C
→ -5.0	2.8	0.6	7.3	14.6	-2.3	0.4	0.9	0.3	2.2
Cn1c(SCC(=O)Nc2ccccc2-c2ccccc2)nnc1-c1cnccn1
→ -3.0	2.8	0.3	4.3	6.6	6.1	0.8	nt	-0.8	nt
CCOC(=O)C1(CC2CC2)CCN(C(=O)c2cccnc2C)CC1
→ 0.6	3.4	-8.9	-7.6	3.7	-4.1	1.5	12.6	-0.3	-2.6
COC(=O)CCc1cccc(CCC(=O)OC)c1
→ -5.3	4.5	5.4	-1.1	7.2	6.7	3.1	-4.1	0.2	-7.1
O=C(CN1CCc2ccccc2C1)Nc1ccccc1C(=O)NC1CC1
→ -4.2	-0.9	-5.6	3.8	12.5	-1.1	2.2	-3.4	-0.8	-2.8
Cn1c(SCC(=O)N2CCN(c3ccccc3)CC2)nnc1-c1c[nH]c2ccccc12
→ 0.6	-0.1	3.4	3.6	-13.3	-0.1	5.2	-7.9	0.5	1.9
COC(=O)c1ccccc1NC(=O)c1c(O)c2c([nH]c1=O)CCCC2
→ -0.2	-0.1	-2.4	-9.0	5.7	-2.0	2.4	-10.0	-0.4	-4.0
COc1ccc(NC(=O)c2cc(-c3ccc(F)cc3C)n[nH]2)cc1OC
→ -2.2	3.3	1.6	-0.1	3.7	4.0	2.5	-7.5	-0.2	8.0
CCOC(=O)Cn1cnc2scc(-c3ccc(C)c(C)c3)c2c1=O
→ 3.9	0.3	-8.1	-2.3	-3.8	-1.0	0.7	-6.7	0.6	-11.2
O=C(COC(=O)c1cncc(Br)c1)NCc1cccs1
→ 5.9	-0.9	-12.4	-1.5	6.5	-11.7	-3.0	-6.8	-0.8	-7.6
O=C(CCc1ccncc1)N1CCCC(Nc2ccc(F)c(F)c2)C1 (centres undefined)
→ 5.2	0.2	-8.0	4.2	4.1	-1.5	0.5	5.2	0.2	5.5
S=c1[nH]nc(-c2ccccc2)n1/N=C/C=C/c1ccco1
→ -3.4	1.7	-4.2	4.4	17.4	-3.3	-7.2	13.7	-0.4	4.0
Nc1nc(SCC(=O)NC2CCCCC2)n[nH]1
→ -2.9	-0.7	-0.9	0.6	3.1	2.5	1.5	16.1	-0.6	-5.5
S=C(/N=c1/sccn1Cc1ccccc1)NC1CC1
→ 4.0	0.2	-9.8	0.4	19.7*	-2.0	3.2	-0.6	0.1	-3.0

# The list continues:
# Order of results – DDE Tn7 FP inh	UHRF1 binding	PLC-beta3 inh	DDE Tn6 FP inh	HGIII-sPLA2 inh	PLCg1 inh	Rev-erbA mod	ASAP1 GAP inh	KLK7 zymogen act	ARFGAP1 inhibitor
COc1cccc(OCc2cc(C(=O)NCC3CCCCC3)no2)c1
→ 8.3	3.3	-12.7	-17.1	8.0	0.1	0.2	8.2	0.5	7.7
COc1ccc(CC(=O)Nc2ccccc2-c2ccccc2)cc1OC
→ -6.2	2.0	0.9	2.4	2.1	3.6	-0.4	6.9	-0.4	-1.4
COC(=O)CCCn1cc(CN2CC(N3CCN(Cc4ccccc4F)CC3)CS2(=O)=O)nn1 (centres undefined)
→ -0.5	17.4	2.3	-4.9	6.4	3.3	5.2	1.1	0.2	-8.5
Cn1nnc2cc(C(=O)NCc3ccco3)ccc21
→ 1.0	-0.5	-2.4	-4.5	6.0	0.4	-2.4	-1.0	-0.2	-6.3
COC(=O)[C@]12C[C@H](CC(=O)NCCCCc3ccccc3)C(=O)N(Cc3ccc(Cl)cc3Cl)C1=C[C@H](COCc1ccccc1)O[C@@H]2C
→ 1.8	1.0	0.8	3.4	-18.6	-0.6	4.6	nt	-0.5	nt
CCn1cc(C(=O)O)c(=O)c2cc(OC)ccc21
→ 7.8	-1.6	-17.1	7.4	-0.4	-13.0	-2.0	1.0	0.6	3.0
CCOC(=O)N[C@@H](Cc1cccnc1)C(=O)N1CCC[C@H]1C(=O)NC1CCCC1
→ 0.1	-0.2	1.4	0.1	10.3	4.0	2.6	-5.4	0.1	0.9
Cc1onc(-c2c(Cl)cccc2Cl)c1C(=O)N1CCc2ccccc2C1
→ 5.3	-0.1	-0.1	2.9	-2.4	-4.1	3.8	-5.2	-0.3	2.3
COc1ccc2c(c1O)-c1ccccc1CCN(C)C2
→ 4.3	-1.6	4.8	3.8	-1.2	-0.8	-3.3	-2.7	-1.6	-8.3
Cc1cccc(N2CC(C(=O)O)CC2=O)c1C (centres undefined)
→ -4.7	-1.3	-3.4	0.2	-2.1	0.7	-4.0	3.1	-0.4	-3.8
O=C(CCc1nc2ccccc2c(=O)[nH]1)NCc1cccc(Cl)c1
→ -1.7	-0.8	-0.6	3.2	1.4	-1.1	-3.4	4.6	-0.4	5.3
CC(C)c1cccc(C(C)C)c1OC(=O)[C@H]1OC(C(C)(C)C)=C[C@@H]1c1ccccc1
→ 2.8	5.2	0.9	2.7	3.2	-3.2	-3.8	3.1	-0.2	4.0
CCNC(=S)N(Cc1cc2cc(C)c(C)cc2[nH]c1=O)C1CCCC1
→ -6.5	-2.1	-3.6	-1.3	-0.7	-5.5	1.9	12.2	0.0	0.2
COc1ccc(NS(=O)(=O)c2cccc(NC(=O)C34CCC(CC3)C4)c2)cc1
→ -3.3	15.4	2.5	-1.7	-11.9	1.6	0.9	-0.1	0.0	-3.0
CCN(CC)S(=O)(=O)c1cc(C)c(C)cc1OCC(=O)NC1CCCC1
→ 6.3	-3.2	-1.8	-3.6	-3.6	0.7	-3.4	-4.2	1.1	-6.3
O=C(CCNC(=O)c1ccccc1)Nc1ccc(Cl)c(S(=O)(=O)N2CCCCC2)c1
→ 0.0	-1.2	1.3	0.8	-17.9	1.1	-1.9	0.2	0.9	5.2
O=C(CCc1ccccc1)NCC1OCCc2ccccc21 (centres undefined)
→ 1.4	-0.7	-5.1	9.1	3.1	-0.3	-4.0	-1.4	0.2	1.7
CCCCOC(=O)c1ccc(NC(=O)COC(=O)CN2C(=O)NC3(CCCC3)C2=O)cc1
→ 2.0	0.4	-3.2	3.7	-9.7	1.0	1.6	5.5	0.2	2.7
CC(C)CCNC(=O)CN(C(=O)CCC(=O)Nc1nccs1)C1CCCCC1
→ -3.9	2.3	-2.7	4.5	-1.5	-2.2	0.1	-7.5	-0.1	2.6
C/C(=N/NS(=O)(=O)c1ccc(Br)cc1)c1c[nH]c2ccccc12
→ 7.0	2.1	-10.2	2.8	0.0	-2.6	-3.7	3.8	0.1	1.5
COc1ccc(S(=O)(=O)Nc2cccc(-c3ccc4nncn4n3)c2)cc1
→ 3.9	0.4	1.9	-6.2	0.4	1.9	1.0	-7.3	0.7	-0.7
C/C(CC(=O)Nc1cccnc1)=N\NC(=O)C(=O)Nc1cccc(C)c1
→ 2.0	1.8	-4.3	-11.3	5.5	-3.9	-1.8	-13.4	-0.5	-10.9

# Some of these compounds in order of their number in ARFGAP1 inhibitor, descending:
Molecule	DDE Tn7 FP inh	UHRF1 binding	PLC-beta3 inh	DDE Tn6 FP inh	HGIII-sPLA2 inh	PLCg1 inh	Rev-erbA mod	ASAP1 GAP inh	KLK7 zymogen act	ARFGAP1 inhibitor
Cc1ccc(C(=O)NCCc2cccc(Cl)c2)cc1[N+](=O)[O-]	-5.3	3.3	1.1	0.3	-4.6	4.0	-5.5	7.2	0.2	11.0
COc1ccc(NC(=O)c2cc(-c3ccc(F)cc3C)n[nH]2)cc1OC	-2.2	3.3	1.6	-0.1	3.7	4.0	2.5	-7.5	-0.2	8.0
O=C(CCNC(=O)c1ccccc1)Nc1ccc(Cl)c(S(=O)(=O)N2CCCCC2)c1	0.0	-1.2	1.3	0.8	-17.9	1.1	-1.9	0.2	0.9	5.2
CCn1cc(C(=O)O)c(=O)c2cc(OC)ccc21	7.8	-1.6	-17.1	7.4	-0.4	-13.0	-2.0	1.0	0.6	3.0
C/C(=N/NS(=O)(=O)c1ccc(Br)cc1)c1c[nH]c2ccccc12	7.0	2.1	-10.2	2.8	0.0	-2.6	-3.7	3.8	0.1	1.5
